# Fluor 339 460 = intrinsic fluorescence of library compounds, ex339/em460 – biochemical, MLSMR library, data from DPM-DC assay, artefact control, profiling panel | compound autofluorescence, ex339/em460 nm, NADH buffer; hits give high values; 1 = no-compound wells, NADH background | fluorescence fold increase at 10 µM | 5.5% of 65,000 active | AID 709;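 active = at 10 µM, mean starting fluorescence two-fold or more over control wells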;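 note: signal is the first read of a kinetic run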
# NADH coupling = inhibitors of enzymes used to reach an NAD/NADH endpoint. coupled PK/LDH NADH assays, four targets. IC50, µM (titrated, usually from 10 µM), for inactives: at the highest dose inhibition. 0.02% of 65,000 active;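 active = single-dose screening hits from any of four coupled enzyme assays that gave an IC50 when retested across doses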;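 note: the DPM-DC format reads NADH fluorescence rather than 340 nm absorbance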
# TNAP act mid DEA = human TNAP activation, intermediate phosphate acceptor; P05186; purified TNAP, CDP-star luminescence, 100 mM DEA, 30 min; hits give high values; scale: 0 levamisole-inhibited, 1 vehicle-only enzyme; activation factor at 20 µM; 64,000 tested, under 10 active;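 active = activation factor of at least 2 at 20 µM, relative to controls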
# Target sequence (P05186 whole entry, looked up): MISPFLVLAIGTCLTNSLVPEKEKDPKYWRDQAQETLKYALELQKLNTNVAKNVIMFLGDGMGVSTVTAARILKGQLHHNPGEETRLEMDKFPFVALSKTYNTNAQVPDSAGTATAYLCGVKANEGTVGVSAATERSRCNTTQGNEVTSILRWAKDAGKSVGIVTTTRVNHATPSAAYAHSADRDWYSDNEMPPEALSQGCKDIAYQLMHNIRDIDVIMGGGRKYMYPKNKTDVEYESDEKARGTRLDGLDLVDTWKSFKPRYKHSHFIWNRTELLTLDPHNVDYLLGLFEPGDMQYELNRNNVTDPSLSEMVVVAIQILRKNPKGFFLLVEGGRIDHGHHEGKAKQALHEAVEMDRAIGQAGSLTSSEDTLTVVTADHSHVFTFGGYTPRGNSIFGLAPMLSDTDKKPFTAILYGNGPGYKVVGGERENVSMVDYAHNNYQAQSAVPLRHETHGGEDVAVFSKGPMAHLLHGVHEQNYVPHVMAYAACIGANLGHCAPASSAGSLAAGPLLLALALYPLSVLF
# RORA act = activates the human nuclear receptor RORA | CHO-K1 Gal4-RORA LBD luciferase reporter, luminescence; percent increase over mock-subtracted basal signal | 1.5% of 65,000 active | activation, % at 10 µM;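 active = activation above the mean of all tested compounds plus 3 SD, cut at about 49% in these data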;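 note: 0% = DMSO-treated RORA cells and 100% = added signal equal to DMSO minus mock-transfected cells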
# 5HT1a ag = agonists of human 5-HT1a serotonin receptor; CHO 5-HT1a Ga15 NFAT-bla reporter, FRET ratio; 0% basal, 100% maximal reference agonist; activation, % at 10 µM; 0.56% of 65,000 active; AID 567;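 active = activation above the screen-wide mean activation plus 3 SD, cut at about 19% in these data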;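 note: 0% = DMSO wells and 100% = 5-CT at EC100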
# Target sequence (P08908 whole entry, looked up): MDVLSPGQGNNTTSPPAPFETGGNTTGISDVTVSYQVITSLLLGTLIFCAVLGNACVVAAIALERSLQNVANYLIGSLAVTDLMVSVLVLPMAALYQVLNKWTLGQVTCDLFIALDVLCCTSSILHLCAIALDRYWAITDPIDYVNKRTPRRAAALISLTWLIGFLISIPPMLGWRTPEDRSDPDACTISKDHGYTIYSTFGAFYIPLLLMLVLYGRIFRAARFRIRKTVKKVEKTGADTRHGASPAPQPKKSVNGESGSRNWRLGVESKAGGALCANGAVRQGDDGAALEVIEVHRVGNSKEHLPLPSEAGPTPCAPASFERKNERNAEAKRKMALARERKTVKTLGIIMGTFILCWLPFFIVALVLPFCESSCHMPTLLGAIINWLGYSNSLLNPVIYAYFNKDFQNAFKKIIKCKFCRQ
# MMP13 inh = inhibitors of human MMP13; P45452; AID 570; MMP-13 fTHP FRET cleavage, Mca fluorescence; inhibition, % at 4 µM; 0.07% of 65,000 active;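 active = inhibition above the mean of compound-free control plate wells plus 3 SD, cut at about 14% in these data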;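 note: 0% = DMSO wells and 100% = wells with reference MMP-13 inhibitor after basal subtraction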
# 5HT1a antag = blocks the human serotonin 5-HT1a receptor; CHO 5-HT1a Ga15 NFAT-bla reporter, antagonist mode; inhibition, % at 10 µM; 0.68% of 62,000 active; P08908;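 active = inhibition above the mean of all tested compounds plus 3 SD, cut at about 43% in these data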;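 note: receptor stimulated by 5-CT agonist at 100 nM near EC80; beta-lactamase reporter measured by ratiometric fluorescence of a cleavable substrate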
# Abs 340nm = compound absorbs light at 340 nm. compound absorbance at 340 nm, fold over control. 65,000 tested, under 10 active. AID 708. fold change at 10 µM;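 active = at 10 µM dose, initial 340 nm absorbance at least 2 fold that of control wells; inactive = change under 2 fold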;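 note: initial absorbance extrapolated from kinetic A340 decline of NADH oxidation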
# SF1 activator = SF-1 (human) activation; CHO-K1 Gal4-SF-1 LBD luciferase reporter; % increase over DMSO SF-1-specific signal; activation, % at 10 µM; 1.9% of 65,000 active;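 active = activation above the mean activation of all tested compounds plus 3 SD, cut at about 50% in these data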
#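 material = CHO-K1 cells with Gal4–hSF-1 LBD chimera plus Gal4-driven luciferase | compound = 10 µM single point, 1% DMSO | incubation = 20 h compound exposure at 37 °C after 1 h cell settling | measured by = SteadyLite luciferase luminescence | evaluation = percent activation relative to DMSO median and mock-transfected background | control set = DMSO negative control and −SF1 background wells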
# * = called active by the depositor; . = no result given; [ ] = another dose, or the depositor's remark.
SMILES,Fluor 339 460,NADH coupling,TNAP act mid DEA,RORA act,5HT1a ag,MMP13 inh,5HT1a antag,Abs 340nm,SF1 activator
Cc1c(NC(=O)c2cc(-n3cnnc3)ccc2Cl)cccc1-c1nc2ccccc2o1,1.11,4.0%,1,14.0,-3.4,1.4,1.6,1.05,4.0
O=S(=O)(NCc1ccccc1)c1cccc2nonc12,1.07,5.0%,1,25.5,-1.5,0.7,-14.8,1.05,-4.3
COCC(=O)Nc1sc2c(c1C(=O)OC)C(C(=O)OC)CC2 (configuration not stated),1.12,2.0%,0.9,-10.6,0.5,-7.6,-14.0,1.03,27.8
CC(=O)Nc1cc(NC(=O)CCCC(=O)O)ccc1Cl,1.12,0.0%,1.1,5.7,-3.0,-5.3,-13.9,1.03,-0.5
Cc1cc(NC(=O)c2cc3n(n2)C(C(F)(F)F)CC(c2ccc(Cl)c(Cl)c2)N3)no1 (configuration not stated),1.03,4.0%,0.9,13.1,0.9,4.2,-1.9,0.98,3.6
O=C(Cn1cnc2c(nnn2-c2ccc(F)cc2)c1=O)NCC1CCCO1 (configuration not stated),1.09,5.0%,.,1.3,-0.1,-2.5,-1.1,1,9.8
COCc1nc(-c2cc(OC)c(OC)c(OC)c2)no1,1.1,5.0%,1,5.5,0.4,1.9,-7.5,1.04,-5.5
CC(C)NC(=O)CN(C)S(=O)(=O)c1ccc(F)cc1,1.02,3.0%,1,1.8,-0.1,2.1,-1.3,1.05,10.4
Cc1ccc(-n2c(SCC(=O)Nc3cc(C)on3)nc3c(c2=O)SC(C)C3)cc1 (configuration not stated),1.01,8.0%,0.9,8.7,1.6,6.5,-7.1,1.09,-4.9
O=C(O)c1nn(-c2ccc(Cl)cc2)ccc1=O,1.01,4.0%,1,-16.7,-1.1,2.3,-4.3,1.06,-7.1
Cc1ccc(N2C(=O)C3C(C2=O)C2C=CC3C23CC3)cc1 (configuration not stated),1.07,3.0%,1,18.7,-3.6,5.6,6.2,1.05,14.5
Nc1nc(SCC(=O)NCCCO)nc2sc3c(c12)CCC3,0.89,9.0%,1,-15.2,0.4,3.1,9.2,1.03,-15.4
COc1ccc(CCNC(=O)C2CC2)cc1OC,1.09,3.0%,0.9,2.7,-2.7,-0.5,-0.8,1.03,-15.1
COc1ccc(CC(=O)NCc2nnc(SCCOc3ccccc3)n2C)cc1,1.08,6.0%,1,-14.7,-0.2,3.6,5.6,1.02,-12.1
COc1ccccc1N1CCN(C(=O)CCCC2=NS(=O)(=O)c3ccccc3N2)CC1,1.05,9.0%,0.9,13.8,2.7,3.1,-12.7,1.06,6.3
CC(=O)c1c(C)c[nH]c1C,1.06,3.0%,0.9,-8.0,-2.7,0.6,1.1,1.01,7.1
Cc1ccc(C(=O)C2CCN(CC(=O)Nc3ccc(N(C)C)cc3)CC2)cc1,0.97,7.0%,0.9,33.3,1.5,-2.4,-6.9,0.99,-18.0
Cc1noc(C)c1S(=O)(=O)Nc1ccc(C(=O)NCCc2ccccc2)cc1,1.04,6.0%,0.8,1.8,0.0,-2.0,-7.5,1,11.9
CCN(CC)C(=O)c1csc(Nc2ccc(C)cc2)n1,1.09,3.0%,1.1,18.6,-3.7,-7.7,-4.7,0.99,-0.8
CC(NCCO)C(=O)C12CC3CC(CC(C3)C1)C2 (configuration not stated),1.13,4.0%,0.9,-12.3,-0.2,-3.8,-5.8,1,5.0
O=C(CSCc1cccc(Br)c1)N1CCOCC1,1.09,4.0%,1,23.0,-2.5,4.6,-4.9,1.03,2.5
CN1CCN(C(=O)c2c(NC(=O)c3ccco3)sc3c2CCC(C(C)(C)C)C3)CC1 (configuration not stated),1.07,2.0%,0.9,9.3,0.8,0.1,-17.9,1.07,-4.5
CCn1nc(C)c(NC(=O)CCCSc2nc(-c3ccco3)cc(C(F)(F)F)n2)c1C,1.06,7.0%,0.9,0.1,-0.7,3.9,1.5,1.09,-0.7
CC(C)CCOc1ccc(C2(C)NC(=O)N(CN3CCOCC3)C2=O)cc1 (configuration not stated),1.07,6.0%,0.9,1.6,-2.3,5.4,-3.3,1.04,-11.3
Cc1noc(C)c1COC(=O)c1ccc2c(c1)OCO2,1.08,3.0%,1,0.8,-1.5,2.3,-1.0,1.02,3.5
# More entries follow:
SMILES,Fluor 339 460,NADH coupling,TNAP act mid DEA,RORA act,5HT1a ag,MMP13 inh,5HT1a antag,Abs 340nm,SF1 activator
CN(C(=O)c1ccccc1C(=O)c1ccccc1)C1CCS(=O)(=O)C1 (configuration not stated),1.1,8.0%,0.9,-7.7,1.5,-0.7,-5.3,1.02,0.3
C=CCN=c1sc(C(=O)OC)cc(=O)n1CC=C,1.14,3.0%,0.9,3.5,3.8,-1.4,5.7,0.99,-2.3
N#Cc1nc(-c2ccco2)oc1NCCCn1ccnc1,3.96*,16.0%[fluoresces],0.9,-12.0,0.2,-75.6[fluorescence artefact?],-0.1,1.05,11.0
Cc1ccc(C2/C(=C(\O)c3cnn(-c4ccccc4)c3C)C(=O)C(=O)N2CCN(C)C)o1 (configuration not stated),1.05,3.0%,1,8.6,2.2,-12.3,.,1.07,52.7*
CCSc1nnc(NC(=O)c2cc(C)on2)s1,1.09,6.0%,1,31.1,-0.9,6.8,7.9,1.12,2.6
Cc1ccc(CNC(=O)CN2C(=O)COc3ccc(C)cc32)cc1,1.1,7.0%,1,-7.1,-4.8,-1.3,7.8,0.95,11.8
Cn1c(=O)c2c(nc(SCC(=O)NCc3ccco3)n2C)n(C)c1=O,1.01,3.0%,0.9,-23.7,-1.0,-1.6,-7.4,0.99,-18.8
CCN=C1SC(CC(=O)Nc2ccc(C)cc2)C(=O)N1CC (configuration not stated),1.07,3.0%,1,-24.3,2.7,-0.7,-4.6,1.02,-0.4
O=c1[nH]c(CN2CCN(C/C=C/c3ccccc3)CC2)nc2cc(Cl)ccc12,1.07,2.0%,1,-7.9,-2.6,-1.6,-5.1,1.03,-0.9
Cc1cc(C(=O)CSc2nn(-c3ccccc3)c(=S)s2)c(C)n1Cc1ccco1,1.04,3.0%,0.8,-3.6,0.5,0.9,6.4,1.09,2.9
Cn1c(=O)[nH]c(=O)c2c1nc(CN1CCOCC1)n2Cc1ccc(F)cc1,1.06,6.0%,1,9.4,0.7,1.0,-14.3,1.05,-2.3
COc1ccc(N(C(=O)c2ccco2)C(C(=O)NC2CCCC2)c2ccc(N(C)C)cc2)cc1 (configuration not stated),1.05,6.0%,1.1,-10.8,-1.7,1.7,29.2,0.97,11.0
CCOC(=O)c1cc2c(=O)n3cc(C)ccc3nc2n(Cc2cccnc2)c1=N,2.13*,2.0%[fluoresces],0.9,5.6,-0.2,0.2,-7.2,1,6.5
Cc1nc2cc(C(F)(F)F)ccc2n1C1CCN(CC(=O)NC(C)(C)C)CC1,1.06,6.0%,0.9,-8.8,1.7,0.4,-4.4,0.97,-15.8
CCN1CCN(CCCNC(=O)c2cc3sccc3n2CC)CC1,1.02,2.0%,0.8,-0.3,-5.6,-1.2,15.5,0.99,-5.1
CC(=O)N1CN(C2CCS(=O)(=O)C2)Cc2c1sc1c2CCCC1 (configuration not stated),1.15,3.0%,1,5.1,0.8,2.0,4.4,1.03,-1.1
CCOc1ccc(NC(=O)C2CCCN(S(=O)(=O)c3c(C)n[nH]c3C)C2)cc1 (configuration not stated),1.11,6.0%,0.8,-4.1,-2.5,2.6,-4.0,1.02,-2.9
COc1ccc(S(=O)(=O)N2CCC(C(=O)NCCC3=CCCCC3)CC2)cc1OC,1.13,7.0%,1,-0.6,-0.3,1.4,-8.0,1.03,-1.3
O=C1c2ccccc2C2NC(=O)C3(CCCCC3)N12 (configuration not stated),1.08,4.0%,0.9,15.0,1.1,1.2,0.6,1.04,6.3
CC(C)[C@H](NC(=O)OC(C)(C)C)c1nnc(S(=O)(=O)Cc2c(F)cccc2Cl)o1,1.03,2.0%,0.9,3.7,5.3,2.5,78.7*,1,0.2
CC(C)CN(C(=O)c1ccc(=O)n(C)n1)c1nc2ccccc2s1,1.05,2.0%,1,19.6,-1.8,5.1,11.6,1.02,22.9
COc1ccc(N2CCN(C(CNC(=O)c3ccc4c(c3)OCO4)c3cccnc3)CC2)cc1 (configuration not stated),1.03,5.0%,0.9,6.4,-1.4,-5.4,-3.8,0.99,-5.4
CCOC(=O)N1CCN(C(=O)CSc2nnc(-c3ccccc3OC)o2)CC1,1.08,5.0%,1,-2.2,2.7,0.1,-16.9,1.03,4.5
Cc1cccc(-n2c(N)c(C(=O)N3CCN(C)CC3)sc2=S)c1,0.98,3.0%,0.9,-1.9,-3.9,-7.3,15.1,1.01,3.5
O=C(CNC(=O)c1ccc(Cl)cc1)NCCCn1ccnc1,1.11,5.0%,1,-7.4,-2.8,-7.4,-10.8,1.01,-15.7
# Continued.
SMILES,Fluor 339 460,NADH coupling,TNAP act mid DEA,RORA act,5HT1a ag,MMP13 inh,5HT1a antag,Abs 340nm,SF1 activator
CNc1ccc(OC(F)F)cc1C(=O)c1ccccc1,1.06,6.0%,0.9,-29.1,-2.8,3.9,11.9,1.04,-17.2
Cc1cc(=O)[nH]c(-c2ccccc2O)n1,1.64,3.0%,0.9,-27.7,-4.3,-1.6,-8.5,1.08,-13.0
CCCOC(=O)CCCCC1SCC(NC(=O)OC)C1NC(=O)OC (configuration not stated),1.1,2.0%,1,-22.6,2.6,-3.0,7.2,1.04,-11.6
CCOC(=O)Cc1csc(SCC(=O)Nc2sc3c(c2C(N)=O)CCC3)n1,1.04,9.0%,0.9,4.8,-0.6,-1.3,0.1,1.09,2.8
CCOc1ccc(NC(=O)C2CC(=O)N(CC)C(=Nc3ccc4c(c3)OCO4)S2)cc1 (configuration not stated),0.99,2.0%,0.8,-9.9,1.3,5.6,-12.8,0.98,5.5
CC(=O)NC(CCS(C)(=O)=O)C(=O)Nc1cc(C)on1 (configuration not stated),0.98,3.0%,0.8,3.8,-1.1,0.7,-4.6,0.99,9.4
CCCCn1c(=O)c2ccccc2c2ccccc2c1=O,1.08,3.0%,0.9,11.2,-0.6,-2.9,1.0,0.99,-13.8
O=C(Nc1cccnc1)C1CCCN(S(=O)(=O)c2cccc3nsnc23)C1 (configuration not stated),1.06,8.0%,0.9,9.2,2.8,2.1,-1.3,1.01,15.9
O=C(COC(=O)CCc1c[nH]c2ccccc12)NC1CCS(=O)(=O)C1 (configuration not stated),1.02,6.0%,0.8,-15.4,-0.5,6.0,13.9,0.99,6.4
N#CC1=C2SCN(c3ccccc3)CN2C(=O)CC1c1ccccc1Cl (configuration not stated),1.07,4.0%,0.8,27.1,-1.2,3.6,2.8,1.08,2.2

# Complete entries, quoted from the list. Order of values: Fluor 339 460, NADH coupling, TNAP act mid DEA, RORA act, 5HT1a ag, MMP13 inh, 5HT1a antag, Abs 340nm, SF1 activator
# Results for CCOC(=O)Cc1csc(SCC(=O)Nc2sc3c(c2C(N)=O)CCC3)n1 = 1.04, 9.0%, 0.9, 4.8, -0.6, -1.3, 0.1, 1.09, 2.8
# Results for CCCCn1c(=O)c2ccccc2c2ccccc2c1=O = 1.08, 3.0%, 0.9, 11.2, -0.6, -2.9, 1.0, 0.99, -13.8
# Results for CCCOC(=O)CCCCC1SCC(NC(=O)OC)C1NC(=O)OC (configuration not stated) = 1.1, 2.0%, 1, -22.6, 2.6, -3.0, 7.2, 1.04, -11.6
# Results for CCOc1ccc(NC(=O)C2CC(=O)N(CC)C(=Nc3ccc4c(c3)OCO4)S2)cc1 (configuration not stated) = 0.99, 2.0%, 0.8, -9.9, 1.3, 5.6, -12.8, 0.98, 5.5
# Results for N#CC1=C2SCN(c3ccccc3)CN2C(=O)CC1c1ccccc1Cl (configuration not stated) = 1.07, 4.0%, 0.8, 27.1, -1.2, 3.6, 2.8, 1.08, 2.2

# Screening data from PubChem.
